SRC3 TRFRET art – TR-FRET artefact, counter-screen to PPARgamma/SRC-3 agonist assay | PPARgamma/SRC-3 format; active compounds read high | TR-FRET ratio at 8 µM | hit rate 0.39% among 99,000 | AID 1048; in the data active means TR-FRET ratio above about 2000; further: inactives centre near 1600; reference of the scale not given here
SRC1 TRFRET art – counter-screen for PPARgamma SRC-1 recruitment agonists: TR-FRET artefact. TR-FRET detection artefact counter-screen, emission ratio; active compounds read high. TR-FRET ratio at 8 µM. hit rate 0.34% among 99,000; in the data active means TR-FRET ratio above about 2300; further: inactives centre near 1800; reference of the scale not given here
Starred values were filed as active, the others as inactive. This is a subset, so the mix of outcomes need not match the whole.

Below each compound: SRC3 TRFRET art, SRC1 TRFRET art
> O=C(Nc1sc2c(c1C(=O)O)CCC2)c1ccc(F)cc1
 : 1750, 1734
> CCSc1nnc(C)c(=O)n1COC(=O)c1ccc(S(=O)(=O)N2CCCC2)cc1
 : 1571, 1822
> CCCCc1nnc(NC(=O)COC)s1
 : 1535, 1732
> CCC1CCCCN1CCCNC(=O)c1cc2c(Cl)nc3ccccc3c2s1 (stereo not drawn)
 : 1754, 1647
> COc1ccc(/C=N/Nc2nc(N)cc(Cl)n2)cc1OC
 : 1659, 2144
> CCC(C)C(NC(=O)c1ccccc1NC(=O)c1ccccc1)C(=O)N1CCOCC1 (stereo not drawn)
 : 1695, 1795
> CCN(Cc1ccncc1)Cc1c(O)ccc2ccccc12
 : 1599, 1752
> Clc1ccccc1Cc1noc(CN2CCSCC2)n1
 : 1683, 1615
> Cn1c(=O)[nH]c(=O)c2c1nc(NCc1ccco1)n2Cc1ccccc1Cl
 : 1526, 1698
> Nc1ccc2oc(-c3ccccc3Cl)nc2c1
 : 1459, 1803
> Cc1ccc(NC(=O)CN2C(=O)NC3(CCCc4ccccc43)C2=O)cc1S(=O)(=O)N1CCOCC1 (stereo not drawn)
 : 1497, 1549
> COc1ccc(N=Nc2nc3cc(Br)c(Br)cc3n2C)c(OC)c1
 : 1584, 1763
> O=C(Nc1ccc([N+](=O)[O-])cn1)C1CC2CCC1C2 (stereo not drawn)
 : 1430, 1660
> COc1cccc(-c2nn(-c3ccccc3)cc2CN(C)Cc2ccno2)c1
 : 1581, 1740
> N#C/C(=C\c1c(N2CCC(C(N)=O)CC2)nc2ccccn2c1=O)C(=O)NCc1ccco1
 : 1570, 1976

Below each compound: SRC3 TRFRET art, SRC1 TRFRET art
> Cn1c(CCNC(=O)c2ccccc2F)nnc1SCC(=O)Nc1ccccc1F
 : 1562, 1824
> Cc1ccc(/C=N/NC(=O)c2ccccc2OCc2ccc(F)cc2)o1
 : 1624, 1809
> Cc1nn(C2CCCO2)c(=O)nc1N (stereo not drawn)
 : 1455, 1992
> O=C(CCC1CCCCC1)Nc1ccccc1C(=O)N1CCOCC1
 : 1370, 1520
> O=C(COc1cccc(Br)c1)N/N=C1\CCSC1
 : 1466, 1693
> Cc1nnc(N2C(=O)C(O)=C(C(=O)c3ccco3)C2c2ccc(C(C)C)cc2)s1 (stereo not drawn)
 : 2243*, 2626*
> Cc1nn(C)cc1C(C(=O)NC1CCCCC1)N(CCc1ccccc1)C(=O)c1cnccn1 (stereo not drawn)
 : 1399, 1654
> O=S1(=O)CCC(NC(=S)NC2CCS(=O)(=O)C2)C1 (stereo not drawn)
 : 1522, 1724
> CCC(C)N(C(=O)CSc1ccc(NC(C)=O)cc1)C1CCS(=O)(=O)C1 (stereo not drawn)
 : 1551, 1795
> CCOc1ccc(NC(=S)NNC(=O)c2cc(Br)ccc2Cl)cc1
 : 1376, 1663
> COC(=O)c1ccccc1NS(=O)(=O)c1ccc(O)c(C(=O)O)c1
 : 1389, 1540
> CCOC(=O)N1CCN(C(=O)c2cc3c(s2)-c2ccc(Cl)cc2S(=O)(=O)C3)CC1
 : 1650, 1712
> O=C1C=CC(=O)C(C2=C3C(=O)N(CCc4ccccc4)CC(=O)N3CCC2)=C1
 : 1570, 1782
> CC1CCCC(C)N1C(=O)CSc1nnc(C2CCCCC2)o1 (stereo not drawn)
 : 1734, 1785
> CSc1ccccc1NC(=O)CN(C)CC(=O)Nc1ccc(Cl)cc1[N+](=O)[O-]
 : 1389, 1983

Below each compound: SRC3 TRFRET art, SRC1 TRFRET art
> O=C(Cc1ccc(Cl)cc1)NNC(=S)NC(=O)c1cccnc1
 : 1657, 1760
> CCN(CC)c1ccc(NC(=O)c2cccc(C)c2)cc1S(=O)(=O)Nc1ccccc1OC
 : 1600, 1732
> NC1=NC(=O)/C(=C\c2ccsc2)S1
 : 1651, 1825
> COc1ccccc1Nc1ccc(N)cc1
 : 1596, 1825
> Cc1ccc(SCc2nc(N)nc(Nc3ccccc3C)n2)cc1C
 : 1739, 1866
> COc1ccc(CCN(Cc2ccccn2)C(=S)Nc2cccc(C)c2)cc1OC
 : 1508, 1836
> COc1ccc(CN2C(=O)CC(Cc3cc(C)cc(C)c3)C2=O)cc1OC (stereo not drawn)
 : 1511, 1630
> CCC(CC)c1nnc(NC(=O)c2nn(C)c(=O)c3ccccc23)s1
 : 1479, 1921
> Cc1ccccc1SCC(=O)OCC(=O)Nc1sccc1C(N)=O
 : 1726, 1696
> COCCCNCCOCCOc1ccc(Cl)cc1Br
 : 1521, 1806
> CC(C)CC(COCc1ccc([N+](=O)[O-])cc1)N1CCN(C(=O)c2ccc(C(F)(F)F)cc2)CCC1=O (stereo not drawn)
 : 1601, 2015
> O=C(Nc1nc2ccc([N+](=O)[O-])cc2s1)c1ccc(S(=O)(=O)N2CCCc3ccccc32)cc1
 : 1739, 1855
> O=C(Nc1ccc(Br)cc1)c1ccc(N2C(=O)C3CC=CCC3C2=O)cc1 (stereo not drawn)
 : 1275, 1701
> C/C(N)=C(/C#N)C(=O)CSc1nc2scc(-c3ccc(F)cc3)c2c(=O)n1C
 : 1766, 1837
> CCn1nnc(NC(=O)Cc2ccc(Cl)cc2)n1
 : 1477, 1830

Below each compound: SRC3 TRFRET art, SRC1 TRFRET art
> CN1C(=O)SC(Nc2ccccc2C(=O)O)C1=O (stereo not drawn)
 : 1579, 1635
> CC1CCN(C(C(=O)NC2CCCCC2)c2cc3c(cc2[N+](=O)[O-])OCO3)CC1 (stereo not drawn)
 : 1701, 1878
> CC(=O)c1ccc(N2CCN(C(=S)NCc3ccco3)CC2)cc1
 : 1431, 1742
> COc1ccc2oc(C(=O)NN3C(C)CCCC3C)c(C)c2c1 (stereo not drawn)
 : 1560, 1834
> S=c1[nH]nc(COc2ccccc2)n1-c1ccccc1
 : 1486, 1984
> O=C(c1ccc2c3c(cccc13)CC2)C1CCCN(C(=O)c2ccc(=O)[nH]c2)C1 (stereo not drawn)
 : 1446, 1936
> Cc1ccccc1C(=O)N1CCN(c2ccc([N+](=O)[O-])c(NCc3cccnc3)c2)CC1
 : 1680, 1927
> Cc1cc(Cl)nc(Cl)c1C(=O)N1CCOCC1
 : 1452, 1709
> CCN(C(=O)COc1ccc(C)nc1[N+](=O)[O-])C1CCS(=O)(=O)C1 (stereo not drawn)
 : 1821, 1719
> CCCOC(=O)C(=O)NNc1ccccc1
 : 1777, 1910
> CSCCC(NS(=O)(=O)c1ccccc1F)C(=O)NC(C)c1ccccc1 (stereo not drawn)
 : 1525, 1687
> COc1cccc(OC)c1C(=O)Nc1cccc(-c2ccc3nncn3n2)c1
 : 1467, 1728
> COc1cccc(NS(=O)(=O)c2ccc(OC)c(OC)c2)c1
 : 1499, 1669
> O=C(NNC1CC(=O)N(c2ccc(Br)cc2)C1=O)c1ccccn1 (stereo not drawn)
 : 1656, 1881
> O=[N+]([O-])c1cccc(C(=S)N2CCCC2)c1
 : 1776, 1722

Below each compound: SRC3 TRFRET art, SRC1 TRFRET art
> COC(=O)c1ccc(NC(=O)c2ccccc2CC[N+](=O)[O-])cc1
 : 1472, 1669
> CCN(CC)CCn1c(=N)n(CC(O)COc2cccc(C)c2)c2ccccc21 (stereo not drawn)
 : 1674, 1877
> Cc1cc(C)n(CC(=O)Nc2ccc([N+](=O)[O-])cc2)n1
 : 1581, 1783
> Cc1ccc([N+](=O)[O-])cc1NC(=S)NC(=O)c1cccnc1
 : 1273, 1582
> COc1ccc(N2C(=O)CC(N(Cc3ccco3)C(=O)CCC(=O)O)C2=O)cc1 (stereo not drawn)
 : 1518, 1795
> COc1cccc(OC)c1C(=O)Nc1ccc([N+](=O)[O-])cn1
 : 1716, 1918
> O=C(N/C(=C\c1cn(-c2ccccc2)nc1-c1ccc(Cl)cc1)C(=O)N1CCOCC1)c1ccccc1
 : 1646, 1690
> CC(COc1cccc2ccccc12)CN1CCN(C)CC1 (stereo not drawn)
 : 1618, 1916
> Cc1ccc(NC(=O)CCNS(=O)(=O)c2ccc3c(c2)c(=O)n(C)c(=O)n3C)cc1C
 : 1503, 1990
> COc1ccc(Cl)cc1NC(=O)CSc1nc2sccc2c(=O)[nH]1
 : 1670, 1582
> CCCCCCN(C(=O)CCCCCN1C(=O)NC(c2ccc(Cl)cc2)C(C(=O)OCc2ccccc2)=C1C)C(C(=O)NCCCC)c1ccc(OCC(=O)OC)c(C(=O)OC)c1 (stereo not drawn)
 : 1460, 1613
> O=C(/C=C/c1cccc(Oc2ccccc2)c1)N1CCOCC1
 : 1585, 1978
> O=C(O)C(Cc1ccccc1)N1CCS(=O)(=O)CC1 (stereo not drawn)
 : 1325, 1626
> CC/C(=N/Nc1cccc(Cl)c1)c1cnnc(SC)n1
 : 1473, 1825
> CC(C)C(=O)NC(NC(=O)C(C)C)c1ccc([N+](=O)[O-])cc1
 : 1696, 1883

Below each compound: SRC3 TRFRET art, SRC1 TRFRET art
> O=C(CNCCCO)Nc1cc(C(F)(F)F)cc(NC(=O)CNCCCO)c1Cl
 : 1537, 1736
> O=C(CCC1CCCCC1)NCCN1C2=NC[C@H](Cc3ccccc3)N2C[C@H]1Cc1ccc(O)cc1
 : 1499, 1730
> COc1ccc(C)cc1NC(=O)c1cc2c(=O)n3ccccc3nc2n1C
 : 1769, 1783
> CCOc1cc(/C=C2/C(=N)N3OC(C)=CC3=NC2=O)ccc1OC
 : 1395, 1797
> COc1ccc(C)cc1C1=Nc2ccccc2C1(C)C
 : 1598, 1785
> O=S(=O)(/N=C(/c1ccccc1)N1CCCCCC1)c1ccccc1
 : 1572, 1793
> COc1ccc(/C=C/C2=NN(C)C(=O)CC2)cc1
 : 1526, 1791
> Cc1ccc(OCc2ccc(C#N)cc2)c(C(=O)c2cc(C#N)c(=O)n(C3CC3)c2)c1
 : 1726, 1859
> COc1ccc(C2(c3ccc(O)cc3O)CC(c3ccccc3Cl)NC(=S)N2)cc1 (stereo not drawn)
 : 1418, 1796
> CCCn1c(=O)c(C(=O)NCC2CCCO2)c(O)c2ccccc21 (stereo not drawn)
 : 1699, 2252
> CCC(C)(C)n1nnnc1C(c1cc(OC)ccc1OC)N1CCN(Cc2ccccc2)CC1 (stereo not drawn)
 : 1385, 1747
> CC1(C)CC(=O)C(C2(O)C(=O)Nc3ccccc32)CO1 (stereo not drawn)
 : 1559, 1526
> O=C(Nc1c(F)c(F)c(F)c(F)c1F)C1CCCCC1
 : 1715, 1948
> CCc1nc(-c2ccccc2)c2ccccn12
 : 1604, 1991
> COc1ccc(C(=O)/C=C/Nc2ccc([N+](=O)[O-])cc2)cc1
 : 1521, 1606

Below each compound: SRC3 TRFRET art, SRC1 TRFRET art
> O=C(CNC(=O)c1cccs1)NCC(=O)OCc1c(F)cccc1Cl
 : 1608, 1794
> O=C(CC1SC(=NCC2CCCO2)NC1=O)Nc1cccc2ccccc12 (stereo not drawn)
 : 1523, 2029
> O=C(CSc1nnc(Cn2c(=O)sc3ccccc32)n1CCc1ccccc1)N1CCCC1
 : 1706, 1954
> COc1ccc(N2CCN(C(=O)C3CCN(S(=O)(=O)c4ccccc4)CC3)CC2)cc1
 : 1561, 1931
> CCn1nnc(NC(=O)c2ccc(-c3ccccc3[N+](=O)[O-])o2)n1
 : 1503, 1660
> O=C(CSc1cccc2cccc(Cl)c12)NCc1cccs1
 : 1547, 1915
> Cc1cnc(SCCc2ccncc2)nc1C
 : 1405, 1776
> Cc1cc(C(=O)NCc2ccco2)c2ccccc2n1
 : 1531, 1779
> O=C(Cc1nn[nH]n1)c1ccccc1O
 : 1412, 1569
> COc1ccc(/C=C/C(=O)Nc2ccc(N3CCOCC3)cc2)cc1
 : 1697, 1677
> CC(C)CCNC(=O)CCc1nnc(COc2ccccc2)o1
 : 1780, 1474
> Cc1cc(C(=O)N/N=C2\CCCC(=O)C2)c(C)n1-c1ccccc1
 : 1831, 2009
> O=C(Nc1ccccc1C(=O)N1CCCC1)C1CCN(c2ncccn2)CC1
 : 1537, 2070
> Cc1cc(-c2nc3ncccc3o2)ccc1NC(=S)NC(=O)C(C)C
 : 1600, 2134
> CCOC(=O)N1CCC(N2Cc3cccc(C(=O)N4CC(C)CC(C)C4)c3C2=O)CC1 (stereo not drawn)
 : 1564, 1837

Laid out differently: results already given
| mol | SRC3 TRFRET art | SRC1 TRFRET art |
| --- | --- | --- |
| O=C(O)C(Cc1ccccc1)N1CCS(=O)(=O)CC1 (stereo not drawn) | 1325 | 1626 |
| CC1CCCC(C)N1C(=O)CSc1nnc(C2CCCCC2)o1 (stereo not drawn) | 1734 | 1785 |
| Cc1ccc(SCc2nc(N)nc(Nc3ccccc3C)n2)cc1C | 1739 | 1866 |
| COc1ccc(C)cc1NC(=O)c1cc2c(=O)n3ccccc3nc2n1C | 1769 | 1783 |

Additional entries:
Below each compound: SRC3 TRFRET art, SRC1 TRFRET art
> CCCN(Cc1ccccc1)C(=S)Nc1cccc(C)c1C
 : 1432, 1775
> Cc1ccc(S(=O)(=O)NCC(c2cccnc2)N2CCOCC2)cc1 (stereo not drawn)
 : 1629, 1856
> N#Cc1ccccc1Sc1ccccc1C(=O)OCC(=O)NC1CCCCC1
 : 1575, 1610
> COc1ccc(N2CCN(S(=O)(=O)c3ccc4c(c3)OCCO4)CC2)cc1
 : 1423, 2066
> COc1ccc(CCNC(=S)NCc2cccs2)cc1OC
 : 1314, 1810
> C/C(=N/Nc1ccc([N+](=O)[O-])cc1)c1ccc(C)cc1C
 : 1696, 1661

6 entries picked at random from the list so far, as already listed:
Below each compound: SRC3 TRFRET art, SRC1 TRFRET art
> CCCCCCN(C(=O)CCCCCN1C(=O)NC(c2ccc(Cl)cc2)C(C(=O)OCc2ccccc2)=C1C)C(C(=O)NCCCC)c1ccc(OCC(=O)OC)c(C(=O)OC)c1 (stereo not drawn)
 : 1460, 1613
> Cc1cc(C(=O)N/N=C2\CCCC(=O)C2)c(C)n1-c1ccccc1
 : 1831, 2009
> N#Cc1ccccc1Sc1ccccc1C(=O)OCC(=O)NC1CCCCC1
 : 1575, 1610
> Clc1ccccc1Cc1noc(CN2CCSCC2)n1
 : 1683, 1615
> O=C(Cc1nn[nH]n1)c1ccccc1O
 : 1412, 1569
> C/C(=N/Nc1ccc([N+](=O)[O-])cc1)c1ccc(C)cc1C
 : 1696, 1661

Screening results (PubChem)
